Source: PubChem BioAssay (Sanford-Burnham Center for Chemical Genomics)
Hsp70 displacement – Hsp70 inhibitors, probe displacement, primary screen, biochemical, fluorescence polarization (AID 583); Heat shock 70 kDa protein 1A (Homo sapiens); Hsp70 fluorescence polarization probe displacement, mP; higher % means a stronger effect; one-dose displacement, % at 20 µM; IC50 in µM for titrated hits; 0.06% of 140,000 active; in the data active = displacement above about 50%;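 note: plate controls were vehicle for no effect and reference ligand for full effect; a part of the inactive calls stands beside numbers as strong as those of hits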
MKP-3 inhibition – MKP-3 phosphatase inhibitors, primary screen, biochemical, rat enzyme, in vitro (AID 425) | Dual specificity protein phosphatase 6 (Rattus norvegicus) | recombinant MKP-3 phosphatase activity, fluorescence; higher % means a stronger effect | inhibition, % at 20 µM, or IC50 in µM where a hit was titrated | 0.17% of 110,000 active; in the data active = inhibition above about 50%;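 note: plate controls were vehicle for no effect and reference inhibitor for full effect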
The depositor's hits bear a star; . = no result given; & = joins results of further samples.

Structure	Hsp70 displacement	MKP-3 inhibition
COc1ccc(-c2c(C)nn3c(N4CCC(C(=O)N5CCCCC5)CC4)cc(C)nc23)cc1OC	-1.0%	-1%
CCOC(=O)c1ccccc1N1C(=O)CSC1=S	.	10%
O=C(NCCc1ccccc1)c1ccc(=O)oc1	0.9%	0%
CCOC(=O)COc1ccc(Br)cc1/C=C1/C(=O)NN(c2cccc(Cl)c2)C1=O	2.1%	-1%
COc1ccc(C(=O)Cc2cnn(-c3ccccc3)c2)c(O)c1	4.0%	.
Cc1ccc(-c2nc3ccccc3s2)cc1NC(=S)NC(=O)c1ccco1	-3.6%	1%
C#CCOc1ccc(Br)c(/C=N/NS(=O)(=O)c2ccc(C)cc2)c1	1.4%	1%
Fc1cc2nc(-c3ccncc3)[nH]c2cc1F	4.9%	0%

Entries of single compounds as entered above. Order of screens: Hsp70 displacement, MKP-3 inhibition
`Cc1ccc(-c2nc3ccccc3s2)cc1NC(=S)NC(=O)c1ccco1` is entered as -3.6%, 1%
`CCOC(=O)c1ccccc1N1C(=O)CSC1=S` is entered as ., 10%
`Fc1cc2nc(-c3ccncc3)[nH]c2cc1F` is entered as 4.9%, 0%

(continued)
Structure	Hsp70 displacement	MKP-3 inhibition
Cc1cc2cc(CNC(=O)c3ccco3)ccc2n1C	.	7%
COc1ccc(NC(=O)O/N=C\c2ccc(F)cc2)cc1	-0.2%	0%
Cn1c(CSCc2ccc(F)cc2)nnc1SCC(=O)Nc1nccs1	2.3%	-13%
CNC(=O)c1cc2ccc(OC)cc2oc1=O	6.2%	0%
Cc1ccc(S(=O)(=O)N2CC(=NO)C2)cc1	4.0%	0%
COC(=O)c1c(NC(=O)c2cncc(Br)c2)sc2c1CCC2	-3.1%	-14%
Cc1cc(=O)n2c(-c3ccccc3C)n[nH]c2n1	6.4%	-10%
Cc1cccc(/C=N/N2CCN(Cc3ccc(Cl)cc3)CC2)c1	1.6%	-2%
N/C(Cc1ccc([N+](=O)[O-])cc1)=N\OC(=O)C(c1ccccc1)c1ccccc1	-2.5%	5%
CCOc1ccc(-n2c(N)c(C(=O)NCc3cccnc3)sc2=S)cc1	-2.5%	.
c1cc(CNCCCN2CCOCC2)ccn1	0.1%	.
Cc1ccc(C(=O)C(C)Oc2cccc(NC(=O)c3ccco3)c2)cc1 (stereo not given)	-1.9%	.
COc1ccc(OC)c(N/C=C(/C#N)c2nc(-c3cc4c(ccc5ccccc54)oc3=O)cs2)c1	1.9%	1%
COC(=O)/C=c1\sc2ncnn2c1=O	3.4%	1%
COC(=O)c1cc(N=NC2=C(O)CC(C)(C)CC2=O)cc(C(=O)OC)c1	-4.8%	3%
COc1ccc(N2C(=O)C3C(C2=O)C2(C)C(=O)C3(C)C(c3ccccc3)=C2c2ccccc2)cc1 (stereo not given)	-3.7%	1%

The final 6 compounds of the section above are carried over, then new ones follow:
Structure	Hsp70 displacement	MKP-3 inhibition
c1cc(CNCCCN2CCOCC2)ccn1	0.1%	.
Cc1ccc(C(=O)C(C)Oc2cccc(NC(=O)c3ccco3)c2)cc1 (stereo not given)	-1.9%	.
COc1ccc(OC)c(N/C=C(/C#N)c2nc(-c3cc4c(ccc5ccccc54)oc3=O)cs2)c1	1.9%	1%
COC(=O)/C=c1\sc2ncnn2c1=O	3.4%	1%
COC(=O)c1cc(N=NC2=C(O)CC(C)(C)CC2=O)cc(C(=O)OC)c1	-4.8%	3%
COc1ccc(N2C(=O)C3C(C2=O)C2(C)C(=O)C3(C)C(c3ccccc3)=C2c2ccccc2)cc1 (stereo not given)	-3.7%	1%
COc1cc(NC(=O)c2cccc3c(Br)cccc23)ccc1NC(=O)c1ccco1	0.9%	4%
COc1ccc(C2C(C(=O)Nc3ccccn3)=C(C)Nc3ncnn32)c(OC)c1 (stereo not given)	-2.3%	-8%
O=C(Cc1ccccc1)Nc1ccc(Cl)cc1C(=O)O	-0.6%	3%
COc1ccc2c(c1OC)C(=O)N(c1ccccc1C)C2=O	-2.9%	8%
CCOC(=O)c1sc(NC(=O)c2ccc(S(=O)(=O)N(C)C)cc2)nc1C	0.0%	.
COc1ccc(-c2nnc(Nc3ccc(C)cc3)c3ccccc23)cc1	0.8%	0%
CCOC(=O)CSc1nnc(CNC(=O)c2cccs2)n1Cc1ccccc1	-3.1%	2%
CN1CCN(c2nc(Nc3cccc(C(F)(F)F)c3)nc(N3CCOCC3)n2)CC1	-3.2%	6%
Cc1onc(-c2ccccc2)c1C(=O)NCCC(c1ccccc1)c1ccccc1	2.6%	-1%
CN1CC(CO)O/C1=C(C#N)\C=C1\Nc2ccccc2C1=O (stereo not given)	-156%	3%
CCOC(=O)c1nnn(CC(=O)Nc2cc(F)ccc2F)c1C(=O)OCC	.	0%
OCc1cn(-c2ccccc2)nc1-c1cccnc1	0.1%	0%
O=C(Nc1ccccc1N1CCCCC1)c1cccc(F)c1	6.7%	3%
COc1ccc(OCC(=O)N/N=C\c2cc(O)c(O)c(Br)c2)c(Br)c1	-0.2%	0%
COc1ccc(C(=O)N2CCCC2)cc1S(=O)(=O)N1CCOCC1	-2.8%	-6%
O=C(COc1ccccc1CNCc1ccccc1)Nc1ccccc1	0.6%	.
O=C1/C(=C/C=C/c2ccccc2)SC(=S)N1CCS(=O)(=O)O	1.5%	1%
O=C(Nc1ccc(I)cc1Cl)c1ccc(OCc2ccccc2)cc1	0.9%	2%
CCOC(=O)c1c(NC(=O)c2cc(Cl)ccc2[N+](=O)[O-])sc(C(=O)N(CC)CC)c1C	-0.7%	0%
Cc1cc(C)nc(SCC(=O)Oc2ccc3c(C)cc(=O)oc3c2)n1	1.4%	3%
CCOC(=O)c1c(NC(=O)COC(=O)c2c(C)noc2C)sc2c1CCC2	0.2%	1%
Cc1cc(C)nc(SCC(=O)OCN2C(=O)c3ccccc3C2=O)n1	-1.7%	-2%
COCCn1c(Sc2ccc(C)cc2)nc2c1c(=O)[nH]c(=O)n2C	2.7%	-14%
O=C(NCCCn1ccnc1)c1noc2c1CCc1ccccc1-2	-1.4%	-2%
CCOc1cccc(/C(O)=C2/C(=O)C(=O)N(Cc3ccco3)C2c2ccncc2)c1 (stereo not given)	3.0%	-2%
Cc1ccc(SC(C)C(=O)Nc2cccc(N(C)S(C)(=O)=O)c2)cc1 (stereo not given)	0.4%	.
N#Cc1ccccc1Sc1ccccc1C(=O)N1CCOCC1	-3.3%&0.0%	-5%&2%
CN(CC(=O)Nc1ccncc1)S(=O)(=O)c1ccc(Cl)cc1	-3.4%	-2%
O=C(O)CN1C(=O)C2(OCCCO2)c2ccccc21	2.0%	-3%
CCOC(=O)c1cnc(SCC(=O)c2ccccc2)nc1N	0.1%	-6%
O=C(c1cccnc1)N1CCc2ccccc2C1	-4.0%	-7%
CCOc1cc(C(=O)OCC(=O)c2c[nH]c3ccccc23)ccc1OCC(=O)N1CCOCC1	0.7%	.

2 of the compounds above, with two lines to a compound.
Second line of a record – Hsp70 displacement, MKP-3 inhibition
- N#Cc1ccccc1Sc1ccccc1C(=O)N1CCOCC1
→ -3.3%&0.0%, -5%&2%
- O=C(O)CN1C(=O)C2(OCCCO2)c2ccccc21
→ 2.0%, -3%

Remaining list, next part
Structure	Hsp70 displacement	MKP-3 inhibition
O=C(COc1ccc(S(=O)(=O)NCc2ccccc2)cc1Cl)NCC1CCCO1 (stereo not given)	1.7%	.
Cc1cc(C)cc(CC2CC(=O)N(c3ccc(C)cc3Br)C2=O)c1 (stereo not given)	3.2%	5%
O=C1NC2(C=Cc3c(ccc4ccccc34)O2)Oc2ccccc21 (stereo not given)	1.9%	.
CN1C(=O)c2cccc3c(S(=O)(=O)Nc4ccccn4)ccc1c23	2.8%	-7%
CC(Sc1ccc(Cl)cc1)C(=O)Nc1cccc2ccccc12 (stereo not given)	-2.1%	1%
C=CCc1c(C)nc2cc(-c3cccc(F)c3)[nH]n2c1=O	0.9%	4%
COc1ccc(OCC(O)CN2C(=O)c3ccccc3S2(=O)=O)cc1 (stereo not given)	-2.1%	4%
Cc1csc(SCC(=O)c2c(N)n(CC(C)C)c(=O)n(C)c2=O)n1	-2.4%	.
Cc1cc(C(=O)Nc2ccccc2N2CCOCC2)c2ccccc2n1	-1.8%	.
Cc1cc([N+](=O)[O-])ccc1NC(=S)NC(=O)c1ccco1	3.1%	2%
COc1ccc(CN2CCN(CC3CC4C=CC3C4)CC2)cc1Br (stereo not given)	-1.7%	-1%
CCCCN(C(=O)Cn1nnc2ccccc21)C(C(=O)NCc1ccco1)c1ccncc1 (stereo not given)	0.2%	1%
O=C(CSc1nnc(-c2ccccc2)c(-c2ccccc2)n1)Nc1ccc(Cl)cc1	-2.9%	-2%
CCCS(=O)(=O)c1c(S(=O)(=O)CCC)c2ccc(C(C)=O)cn2c1C(=O)OC	-0.2%	-3%
CCOc1cc(OCC)cc(C(=O)Nc2ccc(Cl)cc2Cl)c1	4.8%	-3%
Cc1csc(-c2coc3cc(O)cc(C)c3c2=O)n1	-0.4%&2.8%	1%&0%
CC1(C)C(=O)N(Cc2ccccc2)c2ccccc2N1C(=O)c1ccc([N+](=O)[O-])cc1	11%	9%
Cc1ccc2nc(-c3cccnc3)oc2c1	5.5%	-2%
CCCC(=O)Nc1cc(OC)c(NC(=O)NC2CCCCC2)cc1OC	7.2%	-5%
COc1ccc(C(=O)NCC(=O)N2CCC(C)CC2)cc1OC	-0.7%	.
O=C(O)C1C2CCC(O2)C1C(=O)Nc1ccc2c(c1)OCCO2 (stereo not given)	-4.9%	0%
CCOC(=O)N1CCN(S(=O)(=O)c2ccc3[nH]cc(C(=O)O)c(=O)c3c2)CC1	4.7%	-3%
N/C(=N\OC(=O)Cc1ccc(Cl)cc1)c1cccc([N+](=O)[O-])c1	0.9%	4%
COc1cccc(/C=N/NC(=O)C(=O)Nc2cccc(OC)c2)c1	0.4%	-1%
O=[N+]([O-])c1ccc(Cl)c(S(=O)(=O)Nc2ccccn2)c1	-0.7%	1%
CC(C)(C)c1ccc(Cn2c(-c3nonc3N)nc3ccccc32)cc1	-4.4%	5%
Cc1ccc(CC2C(=O)N(c3ccc(Cl)c(Cl)c3)C(=O)C2C)cc1 (stereo not given)	-1.6%	-1%
COC(=O)CN(Cc1ccccc1)S(=O)(=O)c1ccc(OC)c(OC)c1	4.4%&1.6%	-2%&0%
O=C(O)c1ccc(NS(=O)(=O)c2cccc3nsnc23)cc1	-6.5%	-6%
NS(=O)(=O)c1ccc(NS(=O)(=O)c2cccs2)cc1	-1.3%	-15%
Cc1ccc(S(=O)(=O)N=S(CC2CC2(Cl)Cl)CC2CC2(Cl)Cl)cc1 (stereo not given)	2.5%	.
Cc1ccc2[nH]c3c(c2c1)CN(C(=O)CN1CC(C)OC(C)C1)CC3 (stereo not given)	16%	-1%
O=C1NCCN/C1=C\C(=O)c1cccc(Br)c1	-0.1%	1%
COc1ccc(/C=N/n2cnnc2)cc1Br	2.9%	0%
O=C(NC1CCCCC1)C1CCCN1S(=O)(=O)c1cccc2nsnc12 (stereo not given)	0.8%	8%
CC(C)c1cc(C(=O)Nc2cccc(C(F)(F)F)c2)no1	-8.5%	.
COc1cc2cc(CN(CCCO)S(=O)(=O)c3ccccc3Cl)c(=O)[nH]c2cc1OC	1.0%	-13%
O=C(COC(=O)c1cccnc1)c1ccc(Cl)cc1	6.5%	-7%
C=CCNC(=O)/C(=C/c1ccc(C(C)C)cc1)NC(=O)c1ccccc1	-1.6%	3%
FC(F)(F)c1cccc(N2CCN(c3ccc4nnc(-c5ccccc5)n4n3)CC2)c1	-2.0%	6%
Cc1cccc(NC(=O)c2cc(NC(=O)c3ccccc3)ccc2N2CCCCC2)c1	-3.4%	.
Cc1ccc(-n2ncc3c(N4CCN(c5ccc(F)cc5)CC4)ncnc32)c(C)c1	2.9%	-9%
O=C(Cn1cnc2c(nnn2Cc2ccc(F)cc2)c1=O)NCc1ccco1	-2.0%	-9%
CCN(CC)C(=O)Oc1ccc(NC(C)=O)cc1	2.6%	0%
COc1cccc2c(=O)c(C(=O)O)c[nH]c12	1.6%	5%
O=C(Cn1c2ccccc2c(=O)c2ccccc21)N/N=C/c1ccc(N2CCCC2)c([N+](=O)[O-])c1	7.2%	41%
Cc1ccc2oc(C(=O)Nc3ccc([N+](=O)[O-])cc3Cl)c(C)c2c1	-3.2%	5%
Cc1c(NC(=O)c2cccs2)cccc1C(=O)O	2.6%&-1.3%	-2%
COc1ccc(C2CC(C(F)(F)F)n3ncc(C(=O)Nc4cccc(C(C)O)c4)c3N2)cc1OC (stereo not given)	1.9%	4%
O=C(C1CC1)N1CCN=C1SCc1cccc(F)c1	-4.0%	1%
CN=C(NC#N)SCC(=O)c1ccc(Cl)cc1Cl	1.0%	-11%
Cc1ccc2nc(/C(C#N)=N/O)[nH]c2c1	-3.0%	-1%
Cc1cc(C)nc(N2CCN(c3nc(C)nc4c3oc3ccccc34)CC2)n1	4.6%	5%
COc1ccccc1CC(=O)N1CCN(c2ccc([N+](=O)[O-])cc2)CC1	4.0%	-2%
CCc1c(O)nc(SCC(=O)N2CCCCC2)n(-c2ccccc2C)c1=O	-7.4%	-7%
CC(C)Cc1c(O)nc(SCC(=O)Nc2ccc3c(c2)CCC3)[nH]c1=O	2.2%	.
CCCc1nnc(NC(=O)Nc2ccccc2OC)s1	-0.5%	-64%

A portion of the library (hit frequency here may not be typical).
